TRPN1 ag – zebrafish TRPN1 channel agonists, primary screen, cell-based, HEK293, calcium fluorescence; transient receptor potential cation channel N1 (TRPN1/NompC), Danio rerio; HEK293 zebrafish TRPN1-YFP, Fluo-8 calcium fluorescence; 100% = response to 87 µM carbachol; activation, % at 3 µM; hit rate 0.18% among 220,000;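 active means activation above its plate's cutoff, the mean activation of test wells on that plate plus 3 SD, cut at about 19% in these data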;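 further: 0% = DMSO alone and 100% = 87 µM carbachol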
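Assay system: Zebrafish TRPN1-YFP in HEK293 cells | Incubation: Dye loading 1 h at 37 °C, then 30 min room temperature | Measured by: Kinetic Fluo-8 fluorescence, ex 470-495, em 515-575 nm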
NPY2 pot ag – NPY-Y2 potentiators or agonists, primary screen, cell-based | cells expressing NPY-Y2, potentiator/agonist read-out | activation, % at 3.6 µM | Neuropeptide Y receptor type 2 (Homo sapiens), P49146 | hit rate 0.45% among 220,000; in the data active means activation above about 27%;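 further: cells stimulated with NPY near EC25 plus isoproterenol at EC100; 0% = vehicle plus submaximal agonist and 100% = vehicle plus saturating agonist; some results beyond the cut were filed as inactive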
Target sequence (P49146 whole entry, looked up): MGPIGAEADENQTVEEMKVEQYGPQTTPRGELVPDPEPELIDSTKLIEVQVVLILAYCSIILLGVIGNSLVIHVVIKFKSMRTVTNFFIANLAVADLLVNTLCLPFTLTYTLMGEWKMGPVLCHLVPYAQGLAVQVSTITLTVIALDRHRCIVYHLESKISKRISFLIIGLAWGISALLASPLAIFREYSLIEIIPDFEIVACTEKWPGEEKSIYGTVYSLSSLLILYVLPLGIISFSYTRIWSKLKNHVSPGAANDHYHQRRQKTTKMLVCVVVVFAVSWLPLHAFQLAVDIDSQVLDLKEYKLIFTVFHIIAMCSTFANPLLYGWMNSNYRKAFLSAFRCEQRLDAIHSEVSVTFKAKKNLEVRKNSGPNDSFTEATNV
S1P4 antag – S1P4 receptor antagonists, primary screen, cell-based. Sphingosine 1-phosphate receptor 4 (Homo sapiens), O95977. S1P4-expressing cells, antagonist mode, reporter read-out. inhibition, % at 4.98 µM. hit rate 0.26% among 220,000. AID 1510, 2009; in the data active means inhibition above about 29%;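 further: 0% = wells stimulated with agonist and 100% = vehicle wells without agonist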
NPY1 pot ag – NPY-Y1 receptor potentiators or agonists, primary screen, cell-based. Neuropeptide Y receptor type 1 (Homo sapiens), P25929. NPY-Y1 expressing cells, potentiator/agonist activation. activation, % at 3.6 µM. hit rate 0.37% among 220,000; in the data active means activation above about 33%, passing the limit was not always enough;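 further: cells stimulated with NPY at EC10 then isoproterenol at EC100; 0% = low agonist plus stimulus and 100% = saturating agonist plus stimulus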
TRPML3 agonist – human TRPML3 channel agonists, primary screen, cell-based, HEK293 TRPML3-YFP, Fluo-8 calcium fluorescence, 3 µM | Mucolipin-3 (Homo sapiens), Q8TDD5 | AID 1448, 2008 | hit rate 0.29% among 220,000 | activation, % at 3 µM | 100% = the carbachol control signal;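 active means activation above its plate's cutoff, the mean activation of the plate's test wells plus 3 SD, cut at about 12% in these data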;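 further: 0% = DMSO only wells and 100% = carbachol wells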
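Test system: TRPML3-YFP stable HEK293 cells. Doses: single point at 3 µM. Incubation: dye loading 1 h 37 °C then 30 min ambient, 125 s read. Signal: Fluo-8 calcium dye fluorescence, ex 470-495, em 515-575 nm. Measure: percent activation from peak-to-basal fluorescence ratio, scaled between DMSO and carbachol.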
EP2 mod – EP2 receptor modulators, cAMP readout, primary screen, cell-based, HTRF cAMP, PGE2 stimulation | EP2-expressing cells, cAMP HTRF FRET, PGE2 co-stimulation | induction, % at 25 µM | hit rate 0.83% among 260,000 | AID 940, 2007;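 active means compounds whose cAMP rise, as percent of the full-agonist control response, exceeds 60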;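 further: rat C6 glioma line stably carrying human EP2 under a CMV promoter; the protocol text gives 20 µM as final concentration; 100% = response of wells given 1 µM PGE2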
Target sequence (P43116 whole entry, looked up): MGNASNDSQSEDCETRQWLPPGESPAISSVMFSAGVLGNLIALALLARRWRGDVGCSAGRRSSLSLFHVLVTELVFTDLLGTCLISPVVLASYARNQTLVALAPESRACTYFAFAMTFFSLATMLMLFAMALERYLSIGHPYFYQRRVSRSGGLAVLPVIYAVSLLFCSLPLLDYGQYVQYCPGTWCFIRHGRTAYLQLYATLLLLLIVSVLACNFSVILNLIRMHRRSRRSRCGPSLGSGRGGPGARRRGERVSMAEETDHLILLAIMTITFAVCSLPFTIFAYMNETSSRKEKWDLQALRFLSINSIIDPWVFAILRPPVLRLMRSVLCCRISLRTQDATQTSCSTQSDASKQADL
CHOP inh – inhibitors of CHOP promoter induction, primary screen, cell-based, unfolded protein response, luciferase reporter; CHO-K1 CHOP-promoter luciferase, tunicamycin-induced, 15-18 h; inhibition, % at 10 µM; hit rate 3.8% among 220,000; AID 2732, 2010;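 active means compounds that reduced the stress-induced luciferase reporter signal by more than about 70% of percent inhibition, limit read from the data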;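 further: 0% = tunicamycin plus vehicle and 100% = wells without tunicamycin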
S1P4 ag – S1P4 receptor agonists, primary screen, cell-based | Sphingosine 1-phosphate receptor 4 (Homo sapiens), O95977 | S1P4-expressing cell line, agonist reporter assay | activation, % at 4.98 µM | hit rate 0.35% among 220,000; in the data active means activation above about 11%;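 further: 0% = DMSO vehicle and 100% = reference agonist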
NPY-Y1 antag – NPY-Y1 receptor antagonists, primary screen, cell-based; Neuropeptide Y receptor type 1 (Homo sapiens), P25929; HEK293-CNG Y1 cells, membrane potential fluorescence; NPY at EC95, then isoproterenol; inhibition, % at 3.6 µM; hit rate 1% among 200,000;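 active means inhibition above the campaign mean inhibition of all tested compounds plus 3 SD, cut at about 20% in these data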;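 further: 0% = DMSO wells given NPY plus isoproterenol and 100% = isoproterenol alone without NPY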
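Test system – HEK293 Y1/CNG channel cell line · Also added – NPY agonist 25 nM, then isoproterenol 1 µM plus Ro 20-1724 25 µM · Compound dosing – one concentration, 3.6 µM, in 0.4% DMSO · Schedule – compound incubation 1 h at room temperature, readout 45 min post-stimulation · Technique – fluorescence, membrane potential probe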
Active calls of the source: *. Not a hit list, and some 6.5% of all compounds hit somewhere here.

For COc1cc(C(NC=O)C(=O)Nc2c(C)cccc2C)ccc1O (stereo not drawn) the results were TRPN1 ag 1.7, NPY2 pot ag 14, S1P4 antag -25, NPY1 pot ag 18, TRPML3 agonist 0.5, EP2 mod -5, CHOP inh 14 and S1P4 ag 0.7.
`CCOC(=O)CC(=O)CSC1=C(C#N)C(c2ccccc2OC)CC(=O)N1` (stereo not drawn) gave TRPN1 ag -0.3, NPY2 pot ag 0, S1P4 antag 0, NPY1 pot ag -6, TRPML3 agonist -0.4, EP2 mod 28, CHOP inh 35, S1P4 ag 2.5 and NPY-Y1 antag -6.
For CSC1=NCCN1C(=O)Cc1cccs1 the results were TRPN1 ag 1.2, NPY2 pot ag -4, S1P4 antag -18, NPY1 pot ag 10, TRPML3 agonist 0.0, EP2 mod 1, CHOP inh -23, S1P4 ag -1.6 and NPY-Y1 antag 7.
Screening CC(=O)Oc1cccc(N2C(=O)C3CC=CCC3C2=O)c1 (stereo not drawn) returned TRPN1 ag 1.2, NPY2 pot ag 5, S1P4 antag -20, NPY1 pot ag 9, TRPML3 agonist -0.3, EP2 mod 22, CHOP inh 2, S1P4 ag -2.1 and NPY-Y1 antag 6.
Screening CC(C)Cc1c2c([nH]c(=S)c1C#N)CCCC2 returned TRPN1 ag 4.0, NPY2 pot ag 2, S1P4 antag -16, NPY1 pot ag -31, TRPML3 agonist 0.6, EP2 mod 28, CHOP inh -19, S1P4 ag 0.9 and NPY-Y1 antag 1.
Screening CCOC(=O)c1[nH]c(C)c(C(=O)N2CCc3c([nH]c4ccccc34)C2c2ccccn2)c1C (stereo not drawn) returned TRPN1 ag 2.5, NPY2 pot ag 15, S1P4 antag -12, NPY1 pot ag 7, TRPML3 agonist 0.3, EP2 mod -89, CHOP inh 16, S1P4 ag 0.5 and NPY-Y1 antag -4.
Screening COc1cc(OC)cc(C(=O)Nc2nc3ccccc3[nH]2)c1 returned TRPN1 ag -0.7, NPY2 pot ag 6, S1P4 antag -11, NPY1 pot ag -22, TRPML3 agonist 1.0, EP2 mod -2, CHOP inh 8, S1P4 ag -1.2 and NPY-Y1 antag 0.
CCOC(=O)c1oc2ccccc2c1NC(=O)c1cccc(OC)c1OC was read as TRPN1 ag -1.6, NPY2 pot ag -18, S1P4 antag -10, NPY1 pot ag -11, TRPML3 agonist 0.3, EP2 mod 66*, CHOP inh 39, S1P4 ag -2.8 and NPY-Y1 antag 5.
O=C(CC(Cc1ccccc1)c1ccco1)NC1CCCCC1 (stereo not drawn) was read as TRPN1 ag -2.1, NPY2 pot ag -4, S1P4 antag 2, NPY1 pot ag 6, TRPML3 agonist 0.1, EP2 mod -6, CHOP inh 25, S1P4 ag -0.8 and NPY-Y1 antag 9.
Screening COc1ccc(S(=O)(=O)N(Cc2nc3ccccc3c(=O)[nH]2)C2CCCC2)cc1 returned TRPN1 ag 0.1, NPY2 pot ag -7, S1P4 antag -13, NPY1 pot ag 9, TRPML3 agonist -0.1, EP2 mod -15, CHOP inh 24, S1P4 ag 0.5 and NPY-Y1 antag 0.
`O=S(Cc1ccc(Br)cc1)Cc1nnc(SCc2c(F)cccc2Cl)n1-c1ccccc1` (stereo not drawn) gave TRPN1 ag 0.6, NPY2 pot ag -12, S1P4 antag 3, NPY1 pot ag 1, TRPML3 agonist 0.0, EP2 mod 31, CHOP inh 74*, S1P4 ag 4.3 and NPY-Y1 antag -3.
`O=c1cc(-c2ccccc2)nc2nc(-c3ccccc3)[nH]n12` gave TRPN1 ag 2.4, NPY2 pot ag -16, S1P4 antag -20, NPY1 pot ag 2, TRPML3 agonist -0.1, EP2 mod 7, CHOP inh -7, S1P4 ag -0.4 and NPY-Y1 antag 10.
`Cc1cccc(OCC(=O)N/N=C/c2sc(=O)n(Cc3cccc(C(=O)O)c3)c2Cl)c1` gave TRPN1 ag 1.1, NPY2 pot ag 16, S1P4 antag -15, NPY1 pot ag 9, TRPML3 agonist 1.2, EP2 mod 9, CHOP inh 20 and S1P4 ag 1.2.
For COc1ccc(C2C(C(=O)c3ccco3)=C(O)C(=O)N2CC2CCCO2)cc1 (stereo not drawn) the results were TRPN1 ag 1.1, NPY2 pot ag 6, S1P4 antag 0, NPY1 pot ag -1, TRPML3 agonist 0.9, EP2 mod 35, CHOP inh -6, S1P4 ag 2.5 and NPY-Y1 antag 2.
O=C(NCc1cccs1)c1ccncc1 was read as TRPN1 ag -0.8, NPY2 pot ag -22, S1P4 antag 3, NPY1 pot ag -1, TRPML3 agonist 0.0, EP2 mod 8, CHOP inh 10, S1P4 ag 0.2 and NPY-Y1 antag 8.
`CCOC(=O)C1CCN(c2c(NCc3ccc(N(C)C)cc3)c(=O)c2=O)CC1` gave TRPN1 ag 1.0, NPY2 pot ag -2, S1P4 antag -2, NPY1 pot ag -4, TRPML3 agonist -0.1, EP2 mod 1, CHOP inh -18 and S1P4 ag -2.0.
O=C(Cc1cccc2ccccc12)N/N=C/c1ccc(O)c([N+](=O)[O-])c1 was read as TRPN1 ag 2.7, NPY2 pot ag -23, S1P4 antag 3, NPY1 pot ag -17, TRPML3 agonist 0.5, EP2 mod -34, CHOP inh 20, S1P4 ag 0.3 and NPY-Y1 antag -3.
`Cc1cccc(-c2nc3sc(C)cc3c(=O)o2)c1` gave TRPN1 ag -0.9, NPY2 pot ag 2, S1P4 antag 10, NPY1 pot ag 14, TRPML3 agonist 0.4, EP2 mod 15, CHOP inh -44, S1P4 ag 2.3 and NPY-Y1 antag -3.
For Cc1[nH]nc2c1C(c1ccco1)C(C#N)=C(N)O2 (stereo not drawn) the results were TRPN1 ag -0.9, NPY2 pot ag 6, S1P4 antag 8, NPY1 pot ag 23, TRPML3 agonist 0.7, EP2 mod -14, CHOP inh -21, S1P4 ag -0.9 and NPY-Y1 antag 3.
CNC(=O)c1cc(OCC(F)(F)F)ccc1OCC(F)(F)F was read as TRPN1 ag 1.1, NPY2 pot ag -17, S1P4 antag -16, NPY1 pot ag -11, TRPML3 agonist 0.8, EP2 mod 12, CHOP inh -7, S1P4 ag 0.0 and NPY-Y1 antag -2.
For Cn1c(N)c(C(=O)Nc2ccccc2F)sc1=S the results were TRPN1 ag -1.0, NPY2 pot ag -1, S1P4 antag 8, NPY1 pot ag 25, TRPML3 agonist -0.1, EP2 mod -27, CHOP inh 1 and S1P4 ag -0.4.
CCOC(=O)C1=C(O)/C(=C/c2ccc(OCC(=O)O)c(OCC)c2)SC1=Nc1ccc(OC)cc1 was read as TRPN1 ag -0.4, NPY2 pot ag -10, S1P4 antag -23, NPY1 pot ag -14, TRPML3 agonist -0.1, EP2 mod -7, CHOP inh 12, S1P4 ag 0.7 and NPY-Y1 antag -1.
For CCOC(=O)c1c(C)[nH]c(C(=O)COC(=O)CCC(=O)c2ccc3c(c2)OCCO3)c1C the results were TRPN1 ag 2.0, NPY2 pot ag -10, S1P4 antag -20, NPY1 pot ag -9, TRPML3 agonist 0.6, EP2 mod -21, CHOP inh 40, S1P4 ag 0.1 and NPY-Y1 antag 3.
Cc1nc(/N=C(\N)Nc2ccccc2)nc2ccccc12 was read as TRPN1 ag 0.2, NPY2 pot ag -14, S1P4 antag -19, NPY1 pot ag -11, TRPML3 agonist 0.3, S1P4 ag 0.2 and NPY-Y1 antag 3.
O=C(Nc1nn[nH]n1)c1cccc(Oc2ccccc2)c1 was read as TRPN1 ag -0.8, NPY2 pot ag 16, S1P4 antag 2, NPY1 pot ag 4, TRPML3 agonist 0.0, EP2 mod 6, CHOP inh -31, S1P4 ag -1.4 and NPY-Y1 antag -6.
Screening O=C(Nc1cccnc1)c1sc(Nc2ccccc2F)nc1-c1ccccc1 returned TRPN1 ag 1.8, NPY2 pot ag -16, S1P4 antag -16, NPY1 pot ag 11, TRPML3 agonist 0.8, EP2 mod 8, CHOP inh -7, S1P4 ag 0.9 and NPY-Y1 antag -3.
`Cc1ccccc1C(=O)NNC(=S)NC(=O)c1ccc(Cl)cc1Cl` gave TRPN1 ag 72*, NPY2 pot ag -11, S1P4 antag 4, NPY1 pot ag -9, TRPML3 agonist 57*, EP2 mod -40, CHOP inh 96*, S1P4 ag -2.7 and NPY-Y1 antag 0.
For COc1ccc(C2CC(=O)N(CC(=O)NCC3CCCO3)c3ccccc3S2)cc1OC (stereo not drawn) the results were TRPN1 ag 1.3, NPY2 pot ag -20, S1P4 antag -6, NPY1 pot ag -3, TRPML3 agonist 1.2, EP2 mod 21, CHOP inh 3, S1P4 ag -0.1 and NPY-Y1 antag 6.
For CCOC(=O)c1c(NC(C)=O)sc2c1CCC(C=NCCCN(CC)CC)=C2Sc1ccccc1 the results were TRPN1 ag 0.2, NPY2 pot ag -13, S1P4 antag -1, NPY1 pot ag 0, TRPML3 agonist 0.0, S1P4 ag 3.6 and NPY-Y1 antag -6.
Screening COC(=O)CN(c1cc(Cl)ccc1OC)S(=O)(=O)c1ccc(C)cc1 returned TRPN1 ag -1.6, NPY2 pot ag 4, S1P4 antag -8, NPY1 pot ag 16, TRPML3 agonist 70*, EP2 mod 14, CHOP inh -8 and S1P4 ag 0.1.

Pulled by structure from above (three):
For CCOC(=O)c1c(C)[nH]c(C(=O)COC(=O)CCC(=O)c2ccc3c(c2)OCCO3)c1C the results were TRPN1 ag 2.0, NPY2 pot ag -10, S1P4 antag -20, NPY1 pot ag -9, TRPML3 agonist 0.6, EP2 mod -21, CHOP inh 40, S1P4 ag 0.1 and NPY-Y1 antag 3.
`CCOC(=O)C1CCN(c2c(NCc3ccc(N(C)C)cc3)c(=O)c2=O)CC1` gave TRPN1 ag 1.0, NPY2 pot ag -2, S1P4 antag -2, NPY1 pot ag -4, TRPML3 agonist -0.1, EP2 mod 1, CHOP inh -18 and S1P4 ag -2.0.
O=C(Cc1cccc2ccccc12)N/N=C/c1ccc(O)c([N+](=O)[O-])c1 was read as TRPN1 ag 2.7, NPY2 pot ag -23, S1P4 antag 3, NPY1 pot ag -17, TRPML3 agonist 0.5, EP2 mod -34, CHOP inh 20, S1P4 ag 0.3 and NPY-Y1 antag -3.
